SUMO1-SIM PPI – alters human SUMO1 binding to SIM partners. P63165. SUMO1 binding to a labelled peptide, TR-FRET, 1 h. inhibition, % at 20 µM. 0.33% of 360,000 active; in the data active = inhibition above about 37%
Target sequence (P63165 whole entry, looked up): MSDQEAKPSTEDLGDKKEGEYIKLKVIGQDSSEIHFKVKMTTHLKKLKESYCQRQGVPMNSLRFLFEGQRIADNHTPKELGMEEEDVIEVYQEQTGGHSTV
Scp1 inh – Scp-1 (human) phosphatase inhibition. 0.88% of 340,000 active. inhibition, % at 20 µM. AID 493091. Recombinant Scp1, phosphopeptide, malachite green phosphate absorbance;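 active = inhibition above about 50% at 20 µM, limit read from the data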;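 note: plate controls were DMSO wells with enzyme for no effect and wells lacking enzyme for full effect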
Target sequence (Q9GZU7 76-261 limits assumed): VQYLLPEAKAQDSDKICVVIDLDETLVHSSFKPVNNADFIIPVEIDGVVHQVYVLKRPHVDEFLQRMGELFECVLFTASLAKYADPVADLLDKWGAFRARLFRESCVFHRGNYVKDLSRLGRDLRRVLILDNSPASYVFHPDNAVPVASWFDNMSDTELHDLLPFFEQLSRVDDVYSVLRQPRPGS
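Times: enzyme reaction 45 min at room temperature, colour 5 min, stabilisation 30 min. Material: SCP-1 catalytic fragment, aa 76-261. Medium: Acidic Tris acetate buffer with magnesium and detergent. Signal: colorimetric free-phosphate detection, absorbance 630 nm. Read-out basis: % inhibition of SCP-1 phosphate liberation. Reagent: Phosphorylated 17-residue peptide substrate.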
DNMT1 inh – inhibitors of human DNMT1. P26358. DNMT1 molecular beacon, Hinp1I cleavage, fluorescence. inhibition (reported as % activation of signal), % at 10 µM. 0.83% of 360,000 active; in the data active = inhibition above about 50%
CendR NRP1 mod – NRP-1/CendR interaction modulation; 0.85% of 360,000 active; inhibition, % at 25 µM; FAM-RPARPAR peptide binding to NRP-1, fluorescence polarization; O14786;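 active = inhibition or corrected inhibition above about 18%, plus a signal ratio from 0.5 to 1.5, limit read from the data, passing the limit was not always enough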; note: strong numbers were not always called active
Rpn11 block – Rpn11 (human) deubiquitinase inhibition; human 26S proteasome, Ub4-pepOG fluorescence polarization; 20S core pre-blocked with epoxomicin; AID 588493; calls only at 20 µM; 0.59% of 360,000 active;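 active = inhibition at 20 µM, scaled to each plate's controls, above about 33%, limit read from the data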
SKN-1 inh – inhibitors of C. elegans SKN-1. C. elegans VP596 Pgst-4::GFP/RFP ratio, acrylamide-induced, 24 h. inhibition, % at 21.8 µM. 0.49% of 360,000 active. AID 624304;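 active = interference check ratio from 0.5 to 1.5 plus GFP to RFP signal ratio inhibition reaching or exceeding a fixed threshold, cut at about 30% in these data, passing the limit was not always enough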; note: some compounds called inactive have numbers as strong as hits
STEP inh – blocks human striatal-enriched tyrosine phosphatase. inhibition, % at 20 µM. recombinant STEP, OMFP fluorogenic substrate, fluorescence. 0.25% of 360,000 active. P54829;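 active = inhibition at 20 µM, scaled per plate between control wells, above about 37%, limit read from the data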;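 note: 0% = DMSO with enzyme and substrate and 100% = substrate only without enzyme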
Target sequence (P54829 whole entry, looked up): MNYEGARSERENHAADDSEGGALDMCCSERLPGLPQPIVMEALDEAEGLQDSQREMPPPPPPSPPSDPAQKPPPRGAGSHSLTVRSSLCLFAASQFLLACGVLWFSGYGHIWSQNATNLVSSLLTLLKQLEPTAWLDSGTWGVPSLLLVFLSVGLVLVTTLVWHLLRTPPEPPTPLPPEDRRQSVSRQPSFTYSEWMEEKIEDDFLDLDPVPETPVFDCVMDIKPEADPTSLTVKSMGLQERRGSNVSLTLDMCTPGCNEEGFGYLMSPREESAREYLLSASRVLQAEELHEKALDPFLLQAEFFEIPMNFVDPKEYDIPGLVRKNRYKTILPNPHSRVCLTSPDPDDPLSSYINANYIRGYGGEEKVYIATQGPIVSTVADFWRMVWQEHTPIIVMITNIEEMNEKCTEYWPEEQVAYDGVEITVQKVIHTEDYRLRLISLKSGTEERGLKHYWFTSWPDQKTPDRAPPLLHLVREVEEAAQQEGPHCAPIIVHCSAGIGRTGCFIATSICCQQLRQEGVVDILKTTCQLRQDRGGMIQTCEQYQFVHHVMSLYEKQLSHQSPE
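System: isolated STEP enzyme; schedule: 20 min enzyme reaction at room temperature, protected from light; medium: Bis-Tris buffer pH 6.0, 2.5 mM DTT, 0.005% Tween 20; signal: fluorescence, 480/540 nm; dosing: single compound dose of 20 µM, 1% DMSO final; also added: OMFP substrate, 25 µM final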
NadD inh – inhibitors of Staphylococcus aureus NadD | 0.78% of 360,000 active | AID 602399 | purified NadD enzyme, colorimetric absorbance read-out | inhibition, % at 20 µM; in the data active = inhibition above about 26%; note: some compounds past the cut are filed as inactive
LMPTP inh – blocks human LMPTP phosphatase; recombinant LMPTP-A, OMFP fluorogenic substrate, fluorescence intensity; 0.22% of 360,000 active; inhibition, % at 20 µM;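 active = compounds that cut the enzyme signal by at least half of the control window in the single-dose screen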;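 note: plate controls were DMSO wells with enzyme plus substrate for no effect and substrate without enzyme for full effect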
Target sequence (P24666 whole entry, looked up): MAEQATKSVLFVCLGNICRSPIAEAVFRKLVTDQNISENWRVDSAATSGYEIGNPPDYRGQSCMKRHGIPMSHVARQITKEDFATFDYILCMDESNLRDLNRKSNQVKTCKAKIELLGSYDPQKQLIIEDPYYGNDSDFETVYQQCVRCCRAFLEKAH
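material = LMPTP-A | quantity = 0.625 nM enzyme | reagent = OMFP substrate, 400 µM final | buffer or medium = Bis-Tris pH 6.0, DTT, detergent | detection = endpoint fluorescence intensity from OMFP dephosphorylation | dosing = single 20 µM dose | read-out basis = % inhibition relative to no-enzyme and uninhibited control wells | control set = no-enzyme and uninhibited controls | timing = 50 min at room temperature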
MT1-MMP act inh – blocks activation of human MT1-MMP | 0.061% of 360,000 active | HT1080 RFP-PRO-GFP cells, GFP/RFP ratio fluorescence, overnight; percent of plate control window, DMSO zero | GFP/RFP ratio change, % at 20 µM;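 active = GFP/RFP ratio change of at least 30% with cell ATP level not reduced by more than half and red fluorescence within 50% of control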; note: strong numbers were not always called active
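Test system: HT1080 cells expressing an RFP-PRO-GFP fluorescent reporter construct / Compound dosing: single-point 20 µM compound, 1% DMSO / Schedule: cells overnight before dosing, compound overnight, 37 °C, 5% CO2 / Evaluation: GFP/RFP fluorescence ratio / Control set: DMSO and RFP-L50D-GFP cell wells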
Numbers without * were called inactive; i = inactive; . = no result given.

Below each compound: DNMT1 inh	SUMO1-SIM PPI	MT1-MMP act inh	Scp1 inh	LMPTP inh	STEP inh	NadD inh	CendR NRP1 mod	Rpn11 block	SKN-1 inh
> COc1ccc(C(=O)COC(=O)[C@@H](NS(=O)(=O)c2ccccc2)C(C)C)cc1
    -3	1	-4	0	0.3	-1	-1	-3	i	13
> CC(=O)Nc1ccc(Oc2ccccc2)cc1
    0	7	18	-4	-0.5	1	-3	-12	i	-16
> CC(=O)NCCCc1nc2ccccc2n1Cc1ccccc1C
    2	0	2	-8	1.1	-5	-3	-8	i	6
> CCCn1c(SCC(=O)NCc2ccc(Cl)cc2)n[nH]c1=O
    2	-1	5	-1	-1.8	0	-3	10	i	-8
> c1ccc(Oc2nc(-c3cccnc3)nc3ccccc23)cc1
    -5	2	-9	-15	3.1	0	-9	-2	i	14
> O=C(NC1CCCCC1)C(c1cccs1)N(C(=O)Cc1c[nH]c2ccccc12)c1ccc(F)cc1 (stereo not given)
    -8	2	-14	-2	1.1	1	6	-10	i	-18
> Cc1nc2c(cc1NC(=O)c1ccccc1)nc(C)n2Cc1ccccc1
    8	5	4	-5	-0.5	-3	-1	6	i	2
> CC(=O)c1ccc(OC(=O)c2nc(-c3ccccc3)oc2C)cc1
    4	1	-3	15	1.9	2	-2	4	i	9
> COc1cc(C2NC(=O)CCC2[N+](=O)[O-])cc(Br)c1OC (stereo not given)
    0	-1	2	-6	-0.6	6	-2	0	i	8
> COc1ccc(Br)cc1/C=C/C(=O)OCC(=O)NCCc1ccc(S(N)(=O)=O)cc1
    -8	-12	-3	-10	-1.6	0	-3	4	i	-25
> COc1ccc2c(CC(=O)NC3CCCc4ccccc43)coc2c1 (stereo not given)
    -12	2	-2	-5	0.4	0	-2	-17	i	0
> Cc1cccc(-n2c(-c3csc(C(C)C)c3)n[nH]c2=S)c1
    4	-2	2	12	0.5	2	18	8	i	14
> COc1ccc(CNCC(O)COc2ccc(C)cc2[N+](=O)[O-])cc1 (stereo not given)
    -2	-6	3	-2	-0.5	10	-7	2	i	0
> COC(=O)C[C@H]1CC[C@@H](NS(=O)(=O)c2ccccc2)[C@@H](CO)O1
    .	-5	0	.	-2.1	.	.	3	.	-2
> CCOC(=O)c1c(NC(=O)c2cccs2)sc2c1CCN(C(=O)OCC)C2
    -7	-6	-3	-6	2.4	0	-5	16	i	-2
> CCCCn1c(N)c(N(CCOC)C(=O)c2cc(S(=O)(=O)N3CCCCC3)ccc2C)c(=O)[nH]c1=O
    -2	5	2	-1	-0.7	-3	3	-3	i	15
> CCOc1cc(CNCc2cccs2)ccc1OCC(=O)NC(C)(C)C
    1	-6	-6	-3	-1.1	-1	-4	-9	i	2
> O=C(CSc1n[nH]c(=O)n1C1CC1)c1ccc(F)cc1
    2	3	2	-11	-1.5	1	-3	6	i	-7
> O=C(Nc1ccc(N2C(=O)C3C4C=CC(C4)C3C2=O)cc1)Nc1cccnc1 (stereo not given)
    -1	0	7	-7	-0.8	2	4	1	i	-3
> O=C(O)c1ccccc1C(=O)c1ccc(Br)s1
    2	-11	0	3	-1.2	3	-5	-37	.	-1
> CC(=O)NC(CCS(C)(=O)=O)C(=O)Nc1nc(C)cs1 (stereo not given)
    4	2	-1	3	-1.7	-1	2	2	i	5
> COc1ccc(/C=C/C(=O)NCc2c(C)nn(C)c2C)cc1COc1ccc(Br)cc1
    5	1	-1	0	1.8	5	-6	-3	i	6
> CCN(CC)c1ncnc2c1[nH]c1ccccc12
    1	1	3	-2	0.6	6	4	7	i	5
> COc1ccc(CN2CC(C(=O)NCCc3ccc(C)cc3)CC2=O)cc1 (stereo not given)
    -3	0	15	0	-0.2	-4	-4	-8	i	-7
> CCC1SC2=NC(C)=C(C(=O)OC)C(c3ccc(C(=O)OC)cc3)N2C1=O (stereo not given)
    -2	-6	0	-3	1.7	1	-5	9	i	7
> O=C(O)c1ccccc1COc1ccccc1Cl
    4	1	2	-5	0.3	0	-9	-9	i	14
> CC1(CCc2ccccc2)NC(=S)N(c2ccc(Cl)cc2)N1 (stereo not given)
    4	-1	-2	12	-1.0	-1	0	5	i	6
> CC1=C(C(=O)N(C)C)CC(CC(=O)NCc2cccc3ccccc23)C(=O)N1Cc1ccccc1 (stereo not given)
    5	-2	-1	.	-2.3	2	1	5	i	-10
> O=C(COC(=O)c1ccc(F)cc1)Nc1cc(S(=O)(=O)N2CCOCC2)ccc1N1CCCC1
    -3	3	1	-4	0.1	-2	1	3	i	-1
> COc1ccc(CNC(=O)Cc2ccc(-c3ccccc3)cc2)cc1OC
    -12	4	1	-10	2.2	2	-9	-6	i	1
> CCCNC(=O)C1CCN(S(=O)(=O)c2c(C)noc2/C=C\c2ccc(OC)cc2)CC1
    -4	-19	0	-7	-0.2	1	-2	7	i	-4
> CCOCCCNC(=O)CN1CCN(S(=O)(=O)c2ccc3c(c2)CCC3)CC1
    -1	0	-4	1	-0.9	-1	3	1	i	11
> CC(=O)N1c2ccc(S(=O)(=O)NCCC(=O)NC3CCC(C)CC3)cc2CC1C (stereo not given)
    1	1	-1	-4	-0.2	-4	4	10	i	15
> COc1ccc(Cl)cc1C=CC=NNS(=O)(=O)c1ccc(C)cc1
    -10	-7	-9	-3	1.0	-3	4	-7	i	7
> Cc1cccc(/C(N)=N/OC(=O)c2ccc3c(c2)OCO3)c1
    -8	0	1	-5	1.2	1	0	6	i	2
> COc1cc(CNCCC2CCOC(C)(C)C2)ccc1O (stereo not given)
    -4	-2	-1	-1	-1.7	5	-5	0	i	8
> O=C(CN1C(=O)NC(Cc2c[nH]c3ccccc23)C1=O)NC1CC1 (stereo not given)
    1	4	4	-7	-1.7	2	-5	-4	i	10
> O=S(=O)(N/N=C\c1c(F)cccc1Cl)c1ccc(Cl)cc1
    1	1	-1	-7	-1.5	3	-30	-6	i	-2
> O=C1CCC(C(=O)Nc2ccccc2N2CCCC2)=NN1
    1	-3	2	-1	7.0	1	15	5	i	4
> CCn1ncc(/C=N\NC(=O)COc2cc(C)cc(C)c2)c1C
    1	2	1	-5	-0.1	3	-6	-13	i	-2
> c1ccc(CN2OCC3Cn4c(nc5ccccc54)C32)cc1 (stereo not given)
    -31	4	-4	-1	1.0	0	8	18	i	1
> O=C(O)CSc1nnc(CNc2ccc(F)cc2)n1-c1ccccc1
    8	4	-2	-5	-0.7	-1	0	14	i	7
> COc1ccc2nc(NC(=O)CC3Oc4ccccc4NC3=O)sc2c1 (stereo not given)
    14	2	0	-1	-1.0	-3	-2	11	i	-5
> CCN(CC(=O)Nc1ccccc1C(F)(F)F)C(=O)c1cccc(N2C(=O)CCC2=O)c1
    2	-2	-1	-6	-1.1	1	-5	-1	i	-2
> Cc1ccc(/C=C(\C#N)c2nn(-c3ccccc3)c(N)c2C#N)cc1
    -9	-17	-3	-5	-0.2	-2	-8	-12	i	4
> Cc1cccc(CCNC(=O)CCCOc2cc(=O)n(C)c3ccccc23)c1
    3	4	10	-3	0.9	1	-1	7	i	2
> CC1(C)Oc2nc3ccccc3n2/C1=C\C#N
    1	5	9	-2	-1.3	0	5	10	i	4
> O=C(NCc1cccnc1)c1cccc(OC2CCN(Cc3ccc(CO)o3)CC2)c1
    -1	11	2	4	6.6	1	1	0	i	5
> COCCNC(=O)C(=O)NCC1CCCN1S(=O)(=O)c1cccs1 (stereo not given)
    6	-8	3	.	-0.1	0	0	-9	i	-4
> CC(=O)Nc1ccc(Nc2nccc(C)n2)cc1
    5	2	-1	.	-1.4	-2	0	8	i	4
> Fc1cc(F)c(C2SCCN2C(=S)Nc2cccc(C(F)(F)F)c2)c(F)c1 (stereo not given)
    1	3	3	-7	2.0	-2	-9	-9	i	8
> Cc1ccccc1C(=O)NNC(=S)NC(=O)c1ccccc1
    1	3	6	-3	-0.8	1	3	-6	i	6
> Cc1ccc(NC(=O)c2cc(S(=O)(=O)N3CCCCC3)ccc2N2CCOCC2)cc1S(=O)(=O)N(C)C
    -6	-6	-3	-16	0.4	-2	11	21	i	5
> COc1ccc(S(=O)(=O)N(C)C[C@H]2Oc3c(NC(=O)Nc4c(C)noc4C)cccc3C(=O)N([C@@H](C)CO)C[C@H]2C)cc1
    -3	0	2	56*	-1.8	0	-1	13	i	6
> CC(C)c1ccccc1NC(=O)CCc1nc2ccccc2s1
    -3	3	-4	-5	0.9	-4	2	-12	i	1
> Cc1[nH]n(-c2ccccc2)c(=O)c1C(=O)c1ccc([N+](=O)[O-])cc1
    -8	-20	5	-5	-0.9	2	-3	12	i	7
> Cc1ccc(S(=O)(=O)c2c(O)c3ccc(C(=O)O)cc3[nH]c2=O)cc1
    3	7	5	-16	-3.6	2	-4	-1	i	-4
> COCCn1c(SCC(=O)Nc2cccc(F)c2)nc2c(c1=O)SCC2
    0	-4	0	-2	-0.2	13	0	7	i	18
> COc1ccccc1C(=O)NCc1nnc(SCC(=O)Nc2nccs2)n1C
    0	-3	-3	-3	2.4	-1	-1	4	i	-17
> C/C(=N\N=C1\NC(=O)C(CC(=O)Nc2ccc(Cl)cc2)S1)c1ccco1 (stereo not given)
    -2	-3	3	-3	0.5	-3	-1	4	i	-4

Going on with the list.
Below each compound: DNMT1 inh	SUMO1-SIM PPI	MT1-MMP act inh	Scp1 inh	LMPTP inh	STEP inh	NadD inh	CendR NRP1 mod	Rpn11 block	SKN-1 inh
> CN(C)CCCNC(=O)C[C@H]1C[C@H](C(=O)N2CCOCC2)[C@@]2(C)c3[nH]c4cc(CCC(=O)N(C)C)ccc4c3CCN2C1=O
    1	-29	0	9	-9.4	-2	5	3	i	-12
> O=[N+]([O-])c1ccc(N2CCN(c3ccc([N+](=O)[O-])cc3CO)CC2)c(CO)c1
    -6	-32	-12	-2	2.4	-3	3	-24	i	5
> CC1CCN(S(=O)(=O)c2cccc(S(=O)(=O)N3CCCC3)c2)CC1
    5	3	1	-7	-1.1	1	-10	6	i	17
> Cc1ccccc1N=C1SCCN1C(=O)CN1C(=O)NC2(CCCC2)C1=O
    -1	2	3	2	-0.4	0	-1	-6	i	-3

Two of these compounds, set out differently.
Compound	DNMT1 inh	SUMO1-SIM PPI	MT1-MMP act inh	Scp1 inh	LMPTP inh	STEP inh	NadD inh	CendR NRP1 mod	Rpn11 block	SKN-1 inh
O=[N+]([O-])c1ccc(N2CCN(c3ccc([N+](=O)[O-])cc3CO)CC2)c(CO)c1	-6	-32	-12	-2	2.4	-3	3	-24	i	5
CC1CCN(S(=O)(=O)c2cccc(S(=O)(=O)N3CCCC3)c2)CC1	5	3	1	-7	-1.1	1	-10	6	i	17

Screening results from PubChem BioAssay.

Not a hit list; 3.9% or so of the library scored in one or more.
